Assay outcomes from PubChem BioAssay.
Tb PGK inh = qHTS Assay to Find Inhibitors of Phosphoglycerate Kinase; PGK/GAPDH coupled, Kinase-Glo luminescence, 60 min; Phosphoglycerate kinase, glycosomal (Trypanosoma brucei brucei), P07378; Potency, µM (doses to about 57.5 µM), for inactives: at the top dose activity change, negative = inhibition, hits mostly inhibitors; 0.043% of 380,000 active; note: % is set by controls: 0 for no effect and ±100 for the full control effect; nearly all actives have a fitted effect of over 60% in size
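Recombinant glycosomal PGK reaction used 1,3-bisphosphoglycerate generated in-well by GAPDH (100nM final) in 100mM TEA pH 7.6, 5mM MgCl2, 0.01% Tween-20. After 60 minutes at room temperature, ATP was read by Kinase-Glo Plus luminescence end-point.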
JMJD2A Tudor inh = qHTS Assay for Inhibitors of JMJD2A-Tudor Domain; AlphaScreen JMJD2A-Tudor / H3K4me3 peptide binding; 4.4% of 390,000 active; Potency, µM (doses to about 114 µM), without a hit: top-dose activity change, negative = inhibition, actives largely listed as inhibitors; Lysine-specific demethylase 4A (Homo sapiens), O75164; AID 504339, 2011; note: % is set by controls: 0 for no effect and ±100 for the full control effect; nearly all actives have a fitted effect of over 50% in size
RGS4 inh = Inhibitors of Regulator of G Protein Signaling (RGS) 4: qHTS | Transcreener GDP fluorescence polarization, RGS4-accelerated GTP hydrolysis | Potency, µM (highest dose often 114 µM), for inactives: at the top dose activity change, negative = inhibition, actives largely listed as inhibitors | 0.039% of 390,000 active; note: % is set by controls: 0 for no effect and ±100 for the full control effect; nearly all actives have a fitted effect of over 75% in size; some results filed as inactive show a strong effect at the top dose
Target sequence (P49798 whole entry, looked up): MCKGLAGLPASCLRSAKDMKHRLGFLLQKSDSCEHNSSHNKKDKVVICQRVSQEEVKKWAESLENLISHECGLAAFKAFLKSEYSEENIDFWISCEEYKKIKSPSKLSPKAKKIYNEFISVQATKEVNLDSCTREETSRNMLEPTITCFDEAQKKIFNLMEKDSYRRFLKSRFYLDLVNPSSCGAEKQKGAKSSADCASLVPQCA
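MLSMR compounds (23 nl, pin-transferred) preincubated 10 min at room temperature with a 500nM (2x) first reagent, then RGS4 at 900nM (2x) plus Transcreener GDP mix added; fluorescence polarization (620/688 nm) read before and after 90 min at 30 °C.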
12-LOX inh = Primary qHTS assay for inhibitors of human arachidonate 12S-lipoxygenase (ALOX12): Round 2. Polyunsaturated fatty acid lipoxygenase ALOX12 (Homo sapiens), P18054. purified 12hLO, xylenol orange hydroperoxide absorbance. Potency, µM (highest dose often 108 µM), inactives show at the top dose activity change, negative = inhibition, actives largely listed as inhibitors. 1.1% of 580,000 active. AID 1671190, 2021; note: % is set by controls: 0 for no effect and ±100 for the full control effect
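Purified human 12hLO at 150 nM in 25 mM Hepes, 0.01% Triton X-100, pH 7.0, preincubated 15 min at room temperature with compound. Reaction started with 40 uM arachidonic acid, 30 min at room temperature. Hydroperoxide measured by Fe-xylenol orange, 573/405 nm absorbance ratio.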
HP1b binding inh = HTS for Inhibitors of HP1-beta Chromodomain Interactions with Methylated Histone Tails; Chromobox protein homolog 1 (Homo sapiens), P83916; AlphaScreen HP1-beta / biotin-H3K9me3 peptide binding; Potency, µM (titrated, usually from 114 µM), for the others: top-dose activity change, negative = inhibition, hits mostly inhibitors; 0.56% of 390,000 active; AID 540317, 2011; note: nearly all actives have a fitted effect of over 70% in size; inactives centre near 23
Target sequence (P83916 whole entry, looked up): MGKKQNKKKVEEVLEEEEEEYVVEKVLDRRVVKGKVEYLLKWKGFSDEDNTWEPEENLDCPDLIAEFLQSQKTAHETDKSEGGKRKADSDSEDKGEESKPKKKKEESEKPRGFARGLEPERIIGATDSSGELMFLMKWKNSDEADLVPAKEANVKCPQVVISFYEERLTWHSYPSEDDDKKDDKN
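HP1-beta protein (50 nM final) preincubated 30 min at room temperature with biotinylated H3(1-18)K9me3 peptide (50 nM) in PBS pH 7.4, 0.01% Tween-20, then compound added for 30 min. AlphaScreen streptavidin donor/nickel chelate acceptor beads (10 ug/mL final), 30 min dark, luminescence read.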
TrxR1 inh = qHTS Assay for Inhibitors of Mammalian Selenoprotein Thioredoxin Reductase 1 (TrxR1): qHTS; 1% of 390,000 active; AID 588453, 2011; Thioredoxin reductase 1, cytoplasmic (Rattus norvegicus), O89049; Potency, µM (titrated, usually from 114 µM), for inactives: at the top dose activity change, negative = inhibition, most hits filed as inhibitors; recombinant rTrxR1, NADPH fluorescence consumption, selenite substrate; note: % is set by controls: 0 for no effect and ±100 for the full control effect; nearly all actives have a fitted effect of over 65% in size
Target sequence (O89049 whole entry, looked up): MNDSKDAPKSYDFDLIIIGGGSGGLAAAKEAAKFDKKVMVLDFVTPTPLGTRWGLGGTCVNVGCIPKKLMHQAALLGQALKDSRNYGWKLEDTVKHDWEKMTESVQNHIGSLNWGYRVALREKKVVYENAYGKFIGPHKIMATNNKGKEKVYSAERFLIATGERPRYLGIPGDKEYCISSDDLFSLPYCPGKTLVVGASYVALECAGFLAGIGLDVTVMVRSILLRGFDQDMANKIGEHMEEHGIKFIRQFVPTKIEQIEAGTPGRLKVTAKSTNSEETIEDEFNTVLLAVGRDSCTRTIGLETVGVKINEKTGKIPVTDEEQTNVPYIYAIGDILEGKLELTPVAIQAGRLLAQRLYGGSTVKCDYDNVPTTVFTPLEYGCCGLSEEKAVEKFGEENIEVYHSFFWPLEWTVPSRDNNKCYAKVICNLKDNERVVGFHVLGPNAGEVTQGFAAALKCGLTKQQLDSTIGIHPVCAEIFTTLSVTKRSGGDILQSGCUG
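Rat TrxR1 (90 nM in the dispensed reagent) was pre-reduced with 400 uM NADPH for 5 min at room temperature, then incubated with compound for 15 min. After 400 uM selenite was added, NADPH fluorescence (Ex 340/Em 450 nm) was followed for 8 min.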
GLS inh = qHTS for Inhibitors of Glutaminase (GLS) | Glutaminase kidney isoform, mitochondrial (Homo sapiens), O94925 | GLS enzymatic activity, qHTS titration | Potency, µM (series often up to 45.5 µM), without a hit: at the top dose activity change, negative = inhibition, most hits filed as inhibitors | 0.21% of 410,000 active | AID 624170, 2012; note: % is set by controls: 0 for no effect and ±100 for the full control effect
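Enzyme dispensed in phosphate buffer (45 mM, pH 8.2, 0.02% Tween-20), compounds pinned in, then 1 mM L-glutamine solution and the glutamate oxidase–HRP–Amplex Red mix added; fluorescence read immediately and again after 30 min at room temperature.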
ERG Ets-DNA blk = qHTS for Small Molecule Inhibitors of the ERG Ets/DNA interaction | fluorescence polarization, His-ERG Ets domain / labelled DNA | 0.028% of 370,000 active | Transcriptional regulator ERG (Homo sapiens), P11308 | AID 624246, 2012 | Potency, µM (top dose mostly 76.9 µM), for inactives: at the highest dose FP activity, negative = inhibition, actives largely listed as inhibitors; active = well fitted inhibition curve with a large enough effect in the polarisation, with a control signal flat; inconclusive = small, poorly fitted or top-dose-only effect, or effect the other way, or a change in a side signal; inactive = no such curve, though single readings can be large or run the other way; the % refers to the polarisation;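 note: polarization taken with two DNA probes labelled with fluorescein and Texas red; % of control where 0% means no effect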
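His-tagged ERG Ets domain (1 uM in the protein solution; 300mM KCl, 50mM Tris-HCl, 1mM EDTA, 1mM DTT, pH 7.5) received compound, then a probe mix of 5 nM fluorescein-DNA and 100nM Texas-615-DNA. Fluorescence polarization was read for both dyes.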
Pin1 inh = qHTS Assay to Find Inhibitors of Pin1. Peptidyl-prolyl cis-trans isomerase NIMA-interacting 1 (Homo sapiens), Q13526. Pin1 FP peptide displacement, HiFluor488, 10 min. Potency, µM (doses to about 115 µM), without a hit: at the highest dose activity, negative = inhibition, most hits filed as inhibitors. 0.009% of 390,000 active; active = well fitted inhibition curve with a large enough effect in the polarisation, with a control signal flat, not every such curve was filed as active; inconclusive = small, poorly fitted or top-dose-only effect, or effect the other way, or a change in a side signal; inactive = no such curve, though single readings can be large or run the other way; the % refers to the polarisation; note: % is set by controls: 0 for no effect and ±100 for the full control effect
Target sequence (Q13526 whole entry, looked up): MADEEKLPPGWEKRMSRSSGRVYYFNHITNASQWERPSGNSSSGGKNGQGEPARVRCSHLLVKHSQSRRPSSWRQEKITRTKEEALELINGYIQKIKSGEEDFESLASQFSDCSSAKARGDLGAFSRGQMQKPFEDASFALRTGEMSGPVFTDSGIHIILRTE
Numbers without * were called inactive; i = inactive; ? = inconclusive; nt = not tested or not shown; [ ] = another dose, or the depositor's remark. Unless noted, calls come from the whole dose curve; as a rule, active = well fitted curve in the direction sought with a large enough effect; inconclusive = small, poorly fitted or top-dose-only effect, or another doubt; inactive = no such curve, though single readings can be large; an effect the other way counts as inactive or inconclusive. Potency is the fitted concentration of half-maximal effect. Not all compounds are listed (hit frequency here may not be typical).

SMILES	Tb PGK inh	JMJD2A Tudor inh	RGS4 inh	12-LOX inh	HP1b binding inh	TrxR1 inh	GLS inh	ERG Ets-DNA blk	Pin1 inh
COc1ccc(Cl)c2sc(N(CCN(C)C)C(=O)C3=COCCO3)nc12	-6.6%	-17.1%	9.5%	9.3%	12.4%	-10.0%	6.1%	nt	-10.9%
Cc1cc(C(=O)N/N=C/c2ccc3ccccc3c2)n[nH]1	-2.5%	-10.9%	37.7%	0.3%	17.5%	25.5%	5.1%	-5.0%	-2.6%
COc1ccccc1-c1nc(SCC(=O)NCc2ccc(C)cc2)c2c(=O)n(C)c(=O)n(C)c2n1	i	6.2%	-12.8%	-5.8%	12.0%[57 µM]	16.4%[57.1 µM]	-15.5%	0.7%	0.8%
C=CCNc1nc(NC(C)(C)CO)nc(OC)n1	9.3%	10.6%	-13.4%	33.9%[activator]	35.9%	-4.9%[57.1 µM]	-1.6%	13.0%	3.8%
c1csc(-c2nnc(N3CCCCCC3)c3ccccc23)c1	i	1.26µM*	-19.5%	?	?	15.5%[57.1 µM]	3.4%	-0.4%	-4.1%
O=C(CNC(=O)[C@@H]1Cc2ccccc2CN1)Nc1ccc2c(c1)OCCO2	i	-15.2%	-4.2%	16.4%	14.0%	22.1%	1.3%	0.3%	2.8%
O=C(NCc1ccc(Cl)cc1)C(=O)NCC(c1ccco1)S(=O)(=O)c1cccs1 (stereo not given)	9.7%	-2.9%	-8.7%	-23.8%	26.6%	10.3%[57.1 µM]	1.0%	0.7%	3.5%
O=C(CNC(=S)N(CCCN1CCOCC1)Cc1cccs1)N1CCOCC1	-0.3%	-3.1%	18.8%	-3.1%	13.6%	13.0%	-5.5%	-0.8%	0.4%
CC(C)NC(=O)Nc1cccc2c1O[C@H](CN(C)S(=O)(=O)c1cccs1)[C@@H](C)CN([C@H](C)CO)C2=O	-0.3%	-13.7%	11.8%	-30.6%	31.9%	6.3%	3.0%	2.4%	0.0%
CCCCNC(=O)OC(C)CNC(=O)OC (stereo not given)	1.7%	12.8%	18.3%	122.5%[activator]	17.9%	3.1%	9.0%	-2.4%	1.0%
CCOC(=O)CSc1cc(CS(=O)c2ccc(Cl)cc2)nc(-c2ccccc2)n1 (stereo not given)	4.7%	-19.4%	11.0%	-11.4%	22.4%	6.3%[57.1 µM]	6.1%	0.5%	-1.0%
Cc1cccc(C)c1NC1=NC(C)(C)N=C(N)N1	-18.3%	-15.5%	-21.4%	?	?	-1.5%	12.2%	10.7%	7.5%
CCN(C(=O)COC(=O)c1oc2ccc(OC)cc2c1C)C1CCCCC1	6.2%	-2.7%	-12.7%	-0.8%	26.6%	0.4%	6.8%	1.1%	2.4%
O=C(C1c2ccccc2C(=O)N2CCc3ccccc3C12)N1CCN(Cc2ccccc2)CC1 (stereo not given)	-2.9%	-17.4%	5.4%	24.5%	9.7%	-8.6%	15.2%	0.0%	6.4%
COc1cccc(C(=O)n2c(SC)nc3cc4c(cc32)OCCO4)c1	-0.6%	-13.5%	-14.1%	4.2%	33.6%	6.2%	9.8%	-2.4%	-2.0%

Random excerpt: 2 compounds from above
SMILES	Tb PGK inh	JMJD2A Tudor inh	RGS4 inh	12-LOX inh	HP1b binding inh	TrxR1 inh	GLS inh	ERG Ets-DNA blk	Pin1 inh
CCCCNC(=O)OC(C)CNC(=O)OC (stereo not given)	1.7%	12.8%	18.3%	122.5%[activator]	17.9%	3.1%	9.0%	-2.4%	1.0%
Cc1cccc(C)c1NC1=NC(C)(C)N=C(N)N1	-18.3%	-15.5%	-21.4%	?	?	-1.5%	12.2%	10.7%	7.5%

(next part)
SMILES	Tb PGK inh	JMJD2A Tudor inh	RGS4 inh	12-LOX inh	HP1b binding inh	TrxR1 inh	GLS inh	ERG Ets-DNA blk	Pin1 inh
Cc1ccc(C(=O)OCc2nc3ccsc3c(=O)[nH]2)o1	-9.8%	-5.5%	4.0%	1.5%	21.4%	3.9%	1.5%	2.7%	1.8%
CCC(C(=O)NCCc1c[nH]c2ccc(C)cc12)c1ccccc1 (stereo not given)	-0.9%	?	8.6%[56.9 µM]	?	17.1%	14.3%	22.6%	2.3%	-7.8%
O=C(NCc1cccs1)c1ccc(Cl)s1	-8.5%	-14.3%	-5.6%	?	12.0%	11.9%[57.1 µM]	1.0%	2.4%	-5.1%
CCOc1cc(CNC(=O)Cn2ncn3c(cc4cc(F)ccc43)c2=O)cc(OCC)c1OCC	0.7%	10.2%	-0.7%	-18.2%	21.6%	23.1%	-1.1%	-8.0%	0.9%
Cc1cccnc1NC(=O)c1ccc(S(=O)(=O)N2CCCCC2)cc1	-7.7%	-10.3%	8.0%	-6.4%	11.5%	-3.2%	1.5%	-8.1%	-8.9%
C=CCN1CN(Cc2ccco2)CNC1=S	-10.7%	-7.8%	12.7%	-4.2%	27.8%	13.1%	-1.3%	2.3%	3.8%
C=CCN=C(CC)C1=C(O)CCCC1=O	-1.7%	-9.0%	-3.6%	-21.1%	9.7%	-1.7%[57.1 µM]	5.2%	7.5%	-22.6%
O=C(NCc1ccc(F)cc1)c1ccc(CSc2nc3ccncc3n2Cc2ccc(F)cc2)cc1	-6.2%	-1.1%	-8.9%	-6.4%	54.9%[activator]	21.5%	-0.1%	8.0%	10.2%
O=C(NC(=S)NCc1nc2ccccc2[nH]1)c1ccccc1F	-6.3%	-15.1%	-27.0%	-0.4%	12.2%	-8.6%[57.1 µM]	4.3%	-10.4%	11.3%
N#CCCCSc1nnc(-c2ccc(Cl)cc2)n1-c1ccccc1	3.8%[11.5 µM]	-11.3%	4.2%	1.7%	28.4%	22.6%	6.0%	nt	5.6%
COc1ccccc1N1CCN(C(=O)CN(Cc2ccccc2)S(C)(=O)=O)CC1	-2.8%	-13.7%	6.7%	-24.5%	10.8%	-13.8%	16.2%	2.5%	1.3%
COc1cccc(OC)c1C(=O)NC(=S)Nc1ccc2c(c1)OCCO2	i	?	?	?	-0.9%	-41.9%	4.1%	11.6%	-5.3%
CCCCC(=O)NC(c1ccc(Cl)cc1)c1ccc2cccnc2c1O (stereo not given)	-7.2%	56.2µM*	-49.0%[56.9 µM]	?	12.2%	13.2%	59.5%[activator]	21.7%	3.7%
C=CCn1c(CC(=O)OC)csc1=Nc1ccc(C(C)=O)cc1	nt	-12.3%	24.6%	0.5%	-11.8%	-3.1%	1.2%	0.4%	-2.6%
CC(NC(=O)COC(=O)CNS(=O)(=O)/C=C/c1ccccc1)c1ccccc1 (stereo not given)	i	-8.4%	-10.2%	1.4%	72.3%[activator]	7.5%	-3.4%	-4.3%	0.2%
CC(C)Oc1ccc(C(=O)NC2CCS(=O)(=O)C2)cc1 (stereo not given)	2.5%	15.2%	-21.1%	420.6%[activator]	42.5%[activator]	5.9%	13.0%	3.2%	5.2%
O=C(Nc1ccc(-c2nc3cccnc3s2)cc1)c1ccc(Br)o1	4.3%	-6.9%	-36.6%	-21.7%	7.7%	?	-0.4%	-0.3%	142.7%[activator]
CCOC(=O)c1ccc(S(=O)(=O)N2CCN(CCc3ccncc3)CC2)cc1	6.5%	-11.8%	13.7%	-10.8%	24.7%	-8.2%	2.0%	11.0%	1.4%
CC(C)c1ccc(NC(=O)CSC2=Nc3ccccc3C3=NC(CC(=O)NCc4ccc(F)cc4)C(=O)N23)cc1 (stereo not given)	-7.4%	?	-15.8%	?	0.2%	11.6%[57.1 µM]	?	10.2%	30.1%[activator]
O=C1NCCCC1C(=O)N/N=C/c1cc([N+](=O)[O-])ccc1O (stereo not given)	-2.9%	39.8µM*	22.0%	-0.2%	15.5%[57 µM]	1.9%	0.4%	-3.2%	10.9%
COc1cc(OC)cc(C(=O)N/N=C/c2ccc(OC)c(COc3ccc4ccccc4c3)c2)c1	-1.8%	-0.8%[57.1 µM]	-12.3%[11.4 µM]	10.1%	14.9%	26.0%[57.1 µM]	1.9%	3.4%	36.8%[activator]
O=C1CC(N2CCN(Cc3ccc4c(c3)OCO4)CC2)C(=O)N1c1cccc2ccccc12 (stereo not given)	2.4%	-19.7%	5.2%	-12.8%	28.0%	19.0%	-4.5%	3.1%	0.7%
O=C(CCNS(=O)(=O)c1ccccc1C(F)(F)F)NNC(=O)C1COc2ccccc2O1 (stereo not given)	3.4%	-13.1%	-19.4%	18.0%	44.5%[activator]	1.7%	-4.5%	1.6%	1.0%
